mcGAS lum – inhibitors of mouse cGAS; inhibition, % at 12.5 µM; recombinant cGAS, Kinase-Glo ATP depletion luminescence; AID 1259399; 0.15% of 160,000 active;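 note: 0% = negative control wells and 100% = reference inhibitor with no enzyme activity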
hcGAS inh – inhibitors of human cGAS | Q8N884 | recombinant h-cGAS, ATP depletion, Kinase-Glo luminescence | inhibition, % at 12.5 µM | 0.081% of 290,000 active;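 note: 0% = vehicle reaction and 100% = reaction without DNA for no activity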
Target sequence (Q8N884 whole entry, looked up): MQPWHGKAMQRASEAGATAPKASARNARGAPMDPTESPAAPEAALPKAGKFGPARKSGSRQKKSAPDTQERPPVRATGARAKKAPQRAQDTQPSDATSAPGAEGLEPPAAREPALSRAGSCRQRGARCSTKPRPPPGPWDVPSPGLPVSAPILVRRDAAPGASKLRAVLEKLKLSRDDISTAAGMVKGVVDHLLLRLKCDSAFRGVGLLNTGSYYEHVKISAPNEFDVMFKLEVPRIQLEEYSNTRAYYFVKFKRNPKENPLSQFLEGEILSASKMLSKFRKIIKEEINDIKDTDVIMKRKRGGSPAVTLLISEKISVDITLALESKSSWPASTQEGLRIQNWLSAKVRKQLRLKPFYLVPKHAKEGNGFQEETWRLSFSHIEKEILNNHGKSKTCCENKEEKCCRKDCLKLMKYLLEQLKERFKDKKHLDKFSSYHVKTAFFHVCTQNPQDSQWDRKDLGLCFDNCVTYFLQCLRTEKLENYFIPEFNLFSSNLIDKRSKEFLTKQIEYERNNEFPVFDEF
NPYLR7 agonist – activates Aedes aegypti NPYLR7 receptor; HEK293T NPYLR7/Galpha15, GCaMP6s calcium fluorescence; activation, % at 10 µM; 0.15% of 270,000 active; AID 1259423; in the data active = activation above about 40%;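 note: 0% = vehicle and 100% = reference agonist at the receptor; some compounds past the cut are filed as inactive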
Starred values were filed as active, the others as inactive; nt = not tested or not shown. Cut-off read from the data, not from the text of the source, unless noted: active = inhibition above about 40%; inactive = the rest.

SMILES | mcGAS lum | hcGAS inh | NPYLR7 agonist
CC(C)CCNC(=O)c1cn(C)c2c(=O)n(-c3ccc(F)cc3)c(=O)[nH]c12 | nt | -11 | -1
Cc1cccc(Cn2c(=O)c(C(=O)NCC3CCCO3)nn(-c3ccc(F)cc3)c2=O)c1 (stereo not drawn) | 0 | 2 | -5
COc1ccc(S(=O)(=O)N2CCCC(C)C2)cc1N1CCN(S(=O)(=O)c2cccc(F)c2)CC1 (stereo not drawn) | -10 | -6 | 29
C=CCNc1ncnc2c1sc1nc(C)c3c(c12)CC(C)(C)OC3 | nt | 0 | -6
Cc1ccc(C)c(OC2CCN(CC(=O)Nc3cccnc3)CC2)c1 | nt | -8 | -25
COCCN(Cc1ccc(OS(=O)(=O)c2ccc(F)cc2)cc1)C(=O)Nc1cccc(F)c1 | -6 | -17 | -1
CCCNc1nc(SC)nc2c1cnn2CCNC(=O)COc1ccccc1F | 1 | 4 | nt
Cc1ccc(-c2nc(CNS(=O)(=O)N(C)C)[nH]c2-c2ccccn2)cc1 | -20 | -5 | 1
O=C(c1ccc([N+](=O)[O-])cc1)N(Cc1ccccc1)c1c(-c2ccccc2O)nc2ccc(Br)cn12 | 1 | 2 | 3
N#CCCSc1nc2ccc([N+](=O)[O-])cc2s1 | nt | -5 | 4
Cc1cc(C)c(NC(=O)Cn2nnc(C(=O)NCCc3ccccc3)c2N)c(C)c1 | -7 | -7 | -6
N#CC1(C#N)C(c2ccccc2)C2CSC(Cc3ccccc3)(S2)C1(C#N)C#N (stereo not drawn) | nt | -1 | -4
Cc1cc(C)n(Cc2cc(C(=O)N(C)CCCn3cccn3)n[nH]2)n1 | -16 | -2 | 12
COCc1cc(C)nc(N/N=C\c2cccc(OCc3ccccc3Cl)c2)c1C#N | 2 | 1 | -2
Cc1ccc(Cl)c2sc(N(Cc3ccncc3)C(=O)c3ccc(C#N)cc3)nc12 | -1 | -4 | -4
C=CCn1c(SCc2ccccc2C(F)(F)F)nnc1-c1cccc(C)c1 | -9 | -6 | 19
Cc1c(NC(=O)c2cccc(C(N)=O)c2)cccc1OC1CCCC1 | nt | -7 | 15
Cc1cc(C2CC3CCC2C3)cc(C)c1O (stereo not drawn) | nt | -2 | -4
O=C(N/N=C\C=C\c1ccccc1)/C(=C/c1cccs1)NC(=O)c1ccccc1 | nt | -4 | 0
COc1ccc(CN2CCCC(N3CCN(c4ccccc4C)CC3)C2)cc1 (stereo not drawn) | nt | -4 | -5

Random excerpt: three records from the list, in no set order.
SMILES | mcGAS lum | hcGAS inh | NPYLR7 agonist
COc1ccc(CN2CCCC(N3CCN(c4ccccc4C)CC3)C2)cc1 (stereo not drawn) | nt | -4 | -5
N#CC1(C#N)C(c2ccccc2)C2CSC(Cc3ccccc3)(S2)C1(C#N)C#N (stereo not drawn) | nt | -1 | -4
Cc1cc(C)n(Cc2cc(C(=O)N(C)CCCn3cccn3)n[nH]2)n1 | -16 | -2 | 12

The main list resumes, starting two compounds before the break.
SMILES | mcGAS lum | hcGAS inh | NPYLR7 agonist
O=C(N/N=C\C=C\c1ccccc1)/C(=C/c1cccs1)NC(=O)c1ccccc1 | nt | -4 | 0
COc1ccc(CN2CCCC(N3CCN(c4ccccc4C)CC3)C2)cc1 (stereo not drawn) | nt | -4 | -5
N#Cc1ccc(COC2C[C@](OCc3cccc(F)c3)(C(=O)NCC3CCCO3)C[C@@H](O)[C@H]2O)cc1 (stereo partly drawn) | -5 | -2 | 2
CCc1nc(N(CCC(=O)NCc2ccco2)C(C)c2ccccc2)c2ccc(Cl)cc2n1 (stereo not drawn) | -9 | -9 | 14
Nc1cc(-c2cccc(C(F)(F)F)c2)nn1-c1ccc(C(=O)NCCC2=CCCCC2)cc1 | 1 | -1 | -9
COc1ccc(OCc2cc(C(=O)NC(C)(C)CO)no2)c2ccccc12 | nt | -8 | 1
CCSC1CCC(N(C)CC(=O)Nc2c(C)n[nH]c2C)C1 (stereo not drawn) | -17 | -14 | 6
O=[N+]([O-])c1ccc(S(=O)(=O)Oc2ccccc2-c2nc3ccccn3c2NC2CCCCC2)cc1 | -6 | -13 | nt
CCn1nc(C(=O)O)c2c1CCC(NCc1cn3nc(C)sc3n1)C2 (stereo not drawn) | nt | -3 | 13
Cc1cc(Cl)ccc1Nc1nc(N2CCOCC2)nc2nccnc12 | nt | -1 | 0
O=C(CCc1ccc2ccccc2c1)Nc1ccc(F)cn1 | nt | -5 | 1
COc1ccc(CNC(=O)c2ccc(-n3nc(-c4cccc(Cl)c4)cc3N)cc2)c(OC)c1 | -4 | -7 | 0
O=C(COCC1CCCCO1)N1CCC(c2ccn[nH]2)CC1 (stereo not drawn) | -5 | -11 | nt
COC(=O)c1ccccc1-n1c(C)cc(C=O)c1C | nt | -9 | 9
O=C(CSc1ncnc2c1nnn2Cc1ccccc1)NC1CCCC1 | -5 | -1 | 0
NC(=O)c1cccc(S(=O)(=O)Nc2ccsc2)c1 | nt | -5 | 0
O=C(Nc1cccc(S(=O)(=O)N2CCCC2)c1)c1cccc2ncccc12 | nt | -7 | 5
Cc1cc(CNC(=O)c2snnc2C)c2[nH]c(C)c(C)c2c1 | -10 | -5 | 3
CCCCCn1nc(C(=O)NNS(=O)(=O)c2cccc(F)c2)c2ccccc2c1=O | nt | -4 | -2
CCOC(=O)c1cnc2ccc(Cl)cc2c1N | nt | 5 | 5
O=C(C1CC1)N1CCN(c2nc(-c3cccc(Br)c3)nc3ccccc23)CC1 | -8 | -1 | nt
CCCn1c(N)c(C(=O)CN2CCCCC2)c(=O)n(C)c1=O | -18 | -8 | -4
O=C(NCCn1ncc2c(N3CCCCCC3)ncnc21)C1CC(=O)N(c2ccccc2)C1 (stereo not drawn) | -8 | -7 | 2
Cn1cc(S(=O)(=O)Oc2ccc3ccccc3c2)c(=O)n(C)c1=O | -2 | 2 | -2
CCN(Cc1ccccc1)C(=O)CCN1CCOC(C(F)(F)F)C1 (stereo not drawn) | -11 | -11 | 6
CCCCN(C(=O)CSC(=N)N)c1c(N)n(CC(C)C)c(=O)[nH]c1=O | -4 | -5 | 4
Cc1nc(-n2nc(-c3cccs3)cc2NC(=O)c2cccs2)[nH]c(=O)c1C | nt | -9 | 5
CCCn1ncc(C(=O)N(C)Cc2ncc(C)c(OC)c2C)c1C | -10 | -6 | -3
Cc1cc(C)cc(OCC(=O)NNC(=O)c2ccccc2Cl)c1 | nt | 0 | -4
COc1ccc(CCNC2CC(=O)N(c3ccc(C)cc3)C2=O)cc1OC (stereo not drawn) | -7 | -8 | -4
CC(=O)NCc1ccc(S(=O)(=O)NC2CCC(C)(C)c3ccccc32)s1 (stereo not drawn) | -13 | -9 | 4
CNC(=O)C1CCN(Cc2cccc(C(=O)Nc3ccc4[nH]ncc4c3)c2)C1 (stereo not drawn) | nt | 2 | -3

The closing 2 compounds of the part before lead into the next:
SMILES | mcGAS lum | hcGAS inh | NPYLR7 agonist
CC(=O)NCc1ccc(S(=O)(=O)NC2CCC(C)(C)c3ccccc32)s1 (stereo not drawn) | -13 | -9 | 4
CNC(=O)C1CCN(Cc2cccc(C(=O)Nc3ccc4[nH]ncc4c3)c2)C1 (stereo not drawn) | nt | 2 | -3
CCNC(=O)Nc1ccc(N(C)C)c(CN(CCOC)C(=O)c2cccc(F)c2)c1 | -3 | -1 | 6
Cc1ccc(-c2nn(CC(=O)Nc3ccc(C(N)=O)cc3)c(=O)c3nc(C)sc23)c(C)c1 | -8 | -3 | 1
CCOc1ccc(OCC(=O)Nc2ccc(Br)c(C)n2)cc1 | -19 | -6 | -3
C#CCCC(=O)N(Cc1sccc1C)CC(C)C | -17 | -6 | 3
CCOC(=O)C1CCCCN1CC(=O)N1N=C(c2ccccc2Cl)CC1c1ccc(OCC)cc1 (stereo not drawn) | -4 | -5 | 2
O=C(Nc1cccc(Cl)c1)NC1CCN(c2ccccc2C(=O)N2CCc3ccccc3C2)CC1 | -4 | -1 | 24
COC1CCN(CCNC(=O)NC2CCc3c(F)cccc32)CC1 (stereo not drawn) | -14 | -12 | 2
CCOC1CCN(C(=O)[C@H](C(C)C)N(C)C)CC1 | nt | -20 | -3
CCNC(=O)NC(=O)CSc1nnc(Nc2ccc(OC)cc2)s1 | -5 | -3 | 6
Cc1c(C(=O)NC2CCCC2)sc(=O)n1Cc1ccccc1F | nt | -6 | 1
Cc1nnc(SCCn2c(N3CCCCCC3)nc3c2c(=O)[nH]c(=O)n3C)s1 | nt | -13 | -4
COc1ccc(OC)c(CNC(=O)NCC2(c3ccccc3)CC2)c1 | 13 | 2 | 6
O=C(Nc1ccc2[nH]cc(CCN3CCc4ccccc4C3)c2c1)c1sc2ccccc2c1Cl | -6 | -1 | 13
CCCCN(C(=O)c1ccc2c(c1)NC(=O)CS2)c1ccccc1 | nt | 0 | 0
CCOc1cccc(CN2CCN(Cc3cccs3)C(CCO)C2)c1O (stereo not drawn) | -10 | -7 | 10
CCNC(=O)N(CCN1CCOCC1)CC(=O)N(Cc1ccc2c(c1)OCO2)Cc1sccc1C | -6 | -7 | -11
CN(CC(=O)Nc1nccs1)Cc1ccc(Cl)c(Cl)c1 | nt | -3 | 3
O=C(C1COc2ccccc2O1)N(Cc1cccnc1)c1nc2ccc(Cl)cc2s1 (stereo not drawn) | -7 | -4 | -3
Clc1nc(NCc2ccco2)nc(Oc2ccccc2)n1 | -6 | -7 | 6
Cc1ccc(C(=O)N2CCCC(C(=O)NC3CCCC[C@H]3NC(=O)c3ccc(F)cc3)C2)cc1[N+](=O)[O-] (stereo partly drawn) | -7 | -2 | nt
Cc1cccc(CC(CC(=O)N2CCC(n3c(=O)[nH]c4ccccc43)CC2)C(=O)N2CCC(n3c(=O)[nH]c4ccccc43)CC2)c1 (stereo not drawn) | -4 | -8 | -8
COc1cccc(CSc2nnc(C(C)NC(=O)/C=C/c3ccccc3)n2-c2ccc(C)cc2)c1 (stereo not drawn) | -5 | -9 | nt
CCCCN(CC(=O)N(CCc1c[nH]c2ccccc12)Cc1ccccc1)C(=O)CCC(=O)OCC | -6 | -4 | 21
CC(C(=O)N(C)C)N(C)Cc1cccc(C(=O)Nc2ccc[nH]c2=O)c1 (stereo not drawn) | nt | -4 | -2
Cc1nc2sccn2c(=O)c1NC(=O)Nc1ccc(C(C)C)cc1 | 1 | 1 | 0
COc1ccc(CCNC(=O)N2CCN(c3ncccc3C(=O)NCc3ccc(OC)cc3)CC2)cc1 | -4 | 3 | 13
CC1Cc2cc(-c3cc(CNC(=O)c4cccs4)no3)ccc2O1 (stereo not drawn) | nt | 9 | 2
Cc1ccccc1C(=O)Nc1ccc(C2SCC(=O)N2c2cccc(F)c2)cc1 (stereo not drawn) | -5 | -2 | -3
O=C(O)c1c(Cl)cc(C(F)(F)F)cc1Cl | nt | -5 | 4
CCOC(=O)c1sc2nc[nH]c(=O)c2c1C | 3 | 2 | -8

Compound profiles, from the list above:
Cc1ccc(-c2nc(CNS(=O)(=O)N(C)C)[nH]c2-c2ccccn2)cc1 in the list: mcGAS lum = -20; hcGAS inh = -5; NPYLR7 agonist = 1
CNC(=O)C1CCN(Cc2cccc(C(=O)Nc3ccc4[nH]ncc4c3)c2)C1 (stereo not drawn) in the list: mcGAS lum = nt; hcGAS inh = 2; NPYLR7 agonist = -3
CCN(Cc1ccccc1)C(=O)CCN1CCOC(C(F)(F)F)C1 (stereo not drawn) in the list: mcGAS lum = -11; hcGAS inh = -11; NPYLR7 agonist = 6

Carrying on.
SMILES | mcGAS lum | hcGAS inh | NPYLR7 agonist
O=C(NCc1ccco1)C1Cc2cc(Cl)ccc2O1 (stereo not drawn) | nt | 1 | -6
Cc1ccc(-c2nc(C)c(C(C)C)c(N3CCNCC3)n2)cc1 | nt | -3 | 0
CC(C)[C@@H]1C[C@@H]2C[C@H](N(CC(=O)O)S(=O)(=O)c3cccs3)C[C@@H]2CO1 | 5 | 8 | 8
Cc1cn(CC(=O)N2CCOC(CCCc3ccccc3)C2)c(=O)[nH]c1=O (stereo not drawn) | -14 | -3 | nt
Nc1ccc(-c2cc3c(cn2)ncn3-c2cccc(C(F)(F)F)c2)cn1 | -7 | -5 | 9
Cn1ncc(Oc2ccc3c(c2)OCO3)c(Nc2ccc(C(=O)N3CCOCC3)cc2)c1=O | -4 | 0 | 6
Cc1cccc(Nc2ncccc2C(=O)NC2CCC(C)CC2)c1C (stereo not drawn) | -3 | -4 | -5
COc1ccc(CNC(=O)N2CCN(C(c3ccc(F)cc3)c3ccc(F)cc3)CC2)cc1 | -7 | -5 | 9
CC(C)c1nn(-c2cccc(Cl)c2)c(C(C)C)c1C(=O)NC1CC1 | -5 | -2 | 0
CCNC(=S)NNc1nc(N2CCOCC2)nc(N2CCOCC2)n1 | -8 | -4 | -7
CS(=O)(=O)c1ccccc1S(=O)(=O)N1CCC(c2c[nH]c3ccc(F)cc23)CC1 | -8 | -7 | 37
O=C(CCc1ccccc1)N1CCN(c2nc3ccccc3nc2-c2ccccc2)CC1 | -2 | -3 | 3
Nc1ccc(Oc2ccc(Br)cc2)cc1 | -4 | 1 | 2
CCCc1cc(=O)n(CC(=O)NCc2ccc(F)cc2)c(-n2nc(C)cc2C)n1 | -7 | -8 | -2
COC(=O)c1ccc(-c2noc(CN3CCC(c4ccncc4)CC3)n2)cc1 | -9 | -5 | 2
CC1(C)Cc2c(c(N3CCCCC3)nc3sc(C#N)c(N)c23)CO1 | nt | -13 | 2
COCCN(Cc1cc(NC(=O)COC)ccc1N(C)C)C(=O)c1cccc(C)c1 | -6 | 8 | 2
COc1ccc(NC(=O)Cn2c(-c3nnc(C)o3)cc3ccccc32)c(OC)c1 | -6 | -6 | 7
CN1CCCC2(CC1)CCN(C(=O)c1cc3ccccc3n(C)c1=O)CC2 | -12 | -4 | 0
COc1cccc(C(C2Sc3nc(-c4ccco4)nn3C2=O)N2CCC(C(N)=O)CC2)c1 (stereo not drawn) | -8 | -5 | 5
CC(C)(C)OC(=O)N1CCN(c2cc(-c3ccccc3)nc3ncnn23)CC1 | -6 | -6 | 6

High-throughput results as filed in PubChem.
